Compound activity as filed in PubChem.
F508del corr: CFTR F508del correction in bronchial cells; CFBE cells, YFP halide quenching; stimulated with forskolin plus potentiator P3; % fluorescence drop versus neutral controls; activity (quench increase), % at 7.58 µM; hit rate 0.36% among 350,000; AID 720511;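 active = mean added fluorescence quench of at least 8% versus neutral control, with both replicates also reaching 8%; inconclusive = only one of the mean or replicate conditions met; inactive = mean below 8% and not both replicates reaching 8%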;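 note: cells transiently co-express mutant CFTR-F508del with the halide-sensitive YFP; corrector assay measuring rescue of mutant channel to the surface after 24 h compound exposure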
Xi reactivation: reactivates the inactive X chromosome in mouse fibroblasts; XiGFP mouse fibroblasts, % GFP-positive cells imaging, 3 d; cells co-treated with 5-aza-dC sensitizer; scaled so ellipticine positive control = 100%; AID 743238; activation, % at 7.58 µM; hit rate 0.055% among 360,000;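 active = mean normalized replicate activation at least 10% and every replicate at or above 10%; inconclusive = only one of the two criteria met; inactive = mean below 10% and not all replicates reach 10%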;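 note: 0% = median of on-plate neutral control wells and 100% = ellipticine 6 µM median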
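Schedule: 3 d treatment, 15 min room-temperature fixation; system: 68-5-11 XiGFP fibroblast line; buffer or medium: DMEM plus 5-aza-dC sensitizer; control set: ellipticine 6 µM positive control; compound: one concentration, pinned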
RAD52 inh: RAD52 (human) annealing inhibition; inhibition, % at 18.7 µM; hit rate 0.46% among 360,000; recombinant RAD52 DNA annealing, FRET fluorescence; P43351;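 active = every replicate showing at least 50% inhibition; inconclusive = mean inhibition at least 50% but not in every replicate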
RAD54 branch: blocks human RAD54 Holliday junction branch migration. inhibition, % at 10.4 µM. Q92698. FAM/BHQ fluorescence. hit rate 0.14% among 360,000;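 active = mean normalized replicate activity at least 40 and at least half of replicates scoring 40 or more; inconclusive = only one of the two criteria met; inactive = mean below 40 and under half of replicates reaching 40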;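 note: 0% = median of neutral control wells and 100% = median of positive control wells; inhibitors cause a drop in the FAM fluorescence signal; in these data hits start at about 50%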
Target sequence (Q92698 whole entry, looked up): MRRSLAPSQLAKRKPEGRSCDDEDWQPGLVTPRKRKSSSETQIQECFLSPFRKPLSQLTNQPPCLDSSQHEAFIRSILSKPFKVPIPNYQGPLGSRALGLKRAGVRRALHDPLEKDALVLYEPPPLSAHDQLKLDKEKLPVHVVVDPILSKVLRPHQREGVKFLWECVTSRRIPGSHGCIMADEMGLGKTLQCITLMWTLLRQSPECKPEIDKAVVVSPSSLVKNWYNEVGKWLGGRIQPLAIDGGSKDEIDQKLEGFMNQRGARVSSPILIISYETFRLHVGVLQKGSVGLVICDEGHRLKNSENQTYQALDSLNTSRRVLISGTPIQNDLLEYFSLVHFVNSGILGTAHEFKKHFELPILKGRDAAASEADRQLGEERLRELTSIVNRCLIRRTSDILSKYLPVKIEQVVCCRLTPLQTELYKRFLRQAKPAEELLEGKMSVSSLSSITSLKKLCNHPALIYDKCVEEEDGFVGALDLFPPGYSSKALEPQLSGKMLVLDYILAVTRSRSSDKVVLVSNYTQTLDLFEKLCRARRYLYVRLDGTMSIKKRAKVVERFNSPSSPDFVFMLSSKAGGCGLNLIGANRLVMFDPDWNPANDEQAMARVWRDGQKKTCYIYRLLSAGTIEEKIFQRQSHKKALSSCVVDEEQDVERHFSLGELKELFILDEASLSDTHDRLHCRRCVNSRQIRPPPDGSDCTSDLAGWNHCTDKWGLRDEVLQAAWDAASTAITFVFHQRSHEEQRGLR
ARNT TACC3 PPI: ARNT/TACC3 interaction disruption | Q9Y6A5 | AlphaScreen His-ARNT PAS-B/GST-TACC3 binding, luminescence; TACC3 fragment carries E629A point mutation | inhibition, % at 9.99 µM | hit rate 0.66% among 390,000 | AID 623870;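 active = mean inhibition of replicates at least 50% and at least half of replicates each reaching 50%; inconclusive = half or more replicates reach 50% but mean below 50%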;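 note: 0% = complete ARNT plus TACC3 wells and 100% = ARNT alone without TACC3; many hits fall short of the cut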
GSIS activator: GLuc luminescence reporter in INS-1E cells, primary screen for activators of glucose-dependent secretion of insulin | INS-1E GLuc reporter insulin secretion, 2-3 h | activation, % at 16.6 µM | hit rate 0.61% among 370,000;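 active = lowest replicate activation of at least 40%, so every replicate reaches that level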;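 note: 0% = median of neutral control wells and 100% = median of IBMX positive control wells; some compounds called inactive have numbers as strong as hits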
esBAF inh: inhibitors of esBAF chromatin remodeling in mouse ES cells. AID 602393. Bmi1-luciferase knock-in reporter, 24 h; 100% = twice the neutral-well signal. hit rate 2% among 350,000. reporter increase, % at 12.5 µM; in the data active = activation above about 40%; inconclusive = no clear call, values can overlap the other calls;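 note: 0% = median of the plate's neutral control wells and 100% = double that signal; a rise in the Bmi1 reporter signal indicates esBAF inhibition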
ERAP1 inh: blocks human ERAP1 aminopeptidase activity. Q9NZ08. recombinant ERAP1, Leu-AMC fluorescence, 60 min. inhibition, % at 10.7 µM. hit rate 0.15% among 340,000. AID 652197;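 active = mean replicate inhibition of at least 30%, or all replicates individually reaching that 30% level; inactive = mean below 30% and not every replicate reaching it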;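 note: 0% = neutral control wells and 100% = L-leucinethiol positive control wells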
* marks the source's active call; other numbers are inactive results; ? = inconclusive; / = no result given; & = joins results of further samples.

SMILES	F508del corr	Xi reactivation	RAD52 inh	RAD54 branch	ARNT TACC3 PPI	GSIS activator	esBAF inh	ERAP1 inh
CCc1ccccc1Nc1nc2ccccc2n1C	2.1	0.0	-8	/	-26	6	/	0
C[C@]12CCC(=O)CC1=CCC1C3CC=C(C#N)[C@@]3(C)CC[C@@]12O (some centres not stated)	1.3	0.0	-6	-1	-9	2	-1	1
C[C@@H]1CN([C@@H](C)CO)C(=O)c2cc(NC(=O)NC3CCCCC3)ccc2O[C@H]1CN(C)C(=O)Nc1ccccc1	2.1	1.7	10	2	-1	-5	12	0
Cc1cccc(S(=O)(=O)N[C@H]2CC[C@H](CCn3cc(-c4ccccn4)nn3)O[C@H]2CO)c1	2.9	0.1	-1	-4	90*	-4	-4	-3
CCCNC(=S)N1CCC(C(=O)c2ccc(F)cc2)CC1	-1.1	0.0	6	-12	-3	-39	-5	0
C[C@@H]1CN([C@@H](C)CO)S(=O)(=O)c2ccc(C#CCC3CCCC3)cc2O[C@H]1CN(C)Cc1ccc(C(=O)O)cc1	2.4	0.1	21	7	-8	35	-8	-2
COc1ccc2oc(=O)c(-c3csc(Nc4cccc(O)c4)n3)cc2c1	/	0.0	/	3	-4	-38	/	/
O=C(CC(c1ccccc1)c1ccccc1O)N1CCCC1 (configuration not stated)	/	/	-4	-5	6	3	3	-1
COc1cccc(NC(=O)N2C[C@@H](O)COC[C@@H]3O[C@H](CC(=O)NCCCN4CCOCC4)CC[C@H]32)c1	-3.2	-0.1	5	1	-2	-3	6	-2
Cc1ccccc1S(=O)(=O)N1CC(=O)N2[C@H](C1)[C@H](c1ccc(C#CCC3CCCC3)cc1)[C@@H]2CO	-1.2	0.2	-22	/	/	-20	/	1
COCc1cc(C)nc(SCC(=O)Nc2ccc3c(c2)n(C)c(=O)n3C)c1C#N	4.3	0.4	-11	-1	1	4	/	1
NCCCCNCCCN	-6.2	0.2	25	4	0	12	-1	-3
C[C@@H](NC(=O)C1(c2ccccc2)CCN(C(=O)OC(C)(C)C)CC1)C(=O)N[C@@H](C(=O)O)c1ccccc1	4.9	/	-4	-6	-5	-8	-1	2
CCCC#Cc1ccc([C@H]2[C@@H](C#N)N(C(=O)C3CCCC3)[C@H]2CO)cc1	3.1	0.3	3	-31	5	0	3	6
CN1C(C)(C)CC(O)(C(=O)O)CC1(C)C	-2.8	0.3	27	/	/	1	/	0
C[C@H](CO)N1C[C@H](C)[C@H](CN(C)Cc2ccccc2)Oc2c(NC(=O)c3nc4ccccc4s3)cccc2C1=O	2.7	1.5	17	2	20	-8	2	-1
Cn1cnc(S(=O)(=O)N2CCCCN3[C@@H](CO)[C@@H](c4ccc(-c5ccccc5F)cc4)[C@@H]3C2)c1	-4.1	0.3	-5	-9	-1	-16	2	0
OC(c1ccc(Cl)c(F)c1)c1ncc(-c2cccc3ccccc23)[nH]1 (configuration not stated)	0.8	0.0	-25	-1	/	/	5	0
O=C(O)C[C@H]1CC[C@@H](NC(=O)c2ccccc2F)[C@@H](CO)O1	4.8	0.3	-1	1	-3	-3	-11	-5
Cc1ccc(CNC(=O)CCCCCNc2nc(=S)[nH]c3ccccc23)cc1	-2.9	0.0	-8	/	/	-10	/	0
Cc1nn(CC(=O)Nc2ccc3c(c2)nc2n3CCN(C3CCCCC3)C2)c(=O)c2ccccc12	-0.7	0.0	-23	-7	3	-10	4	-1
C[C@H](CO)N1C[C@H](C)[C@H](CN(C)CC2CC2)Oc2c(NC(=O)C3CCCCC3)cccc2C1=O	1.3	-1.3	-10	6	1	13	0	0
CCN(CC)c1ccc(C(=O)N2CCN(Cc3ccccc3)CC2)cc1	/	0.1	/	-5	-8	-2	/	/
COc1ccc([C@H]2CC(=O)C=C(c3cccc(CO)c3)C2)cc1	5.9	-0.3	-4	-15	7	-4	9	/
Cc1noc(C)c1S(=O)(=O)Nc1ccc2c(c1)C(=O)N([C@@H](C)CO)C[C@@H](C)[C@@H](CN(C)S(=O)(=O)c1c(C)noc1C)O2	-0.8	5.6	/	/	/	8	-6	/

(more compounds)
SMILES	F508del corr	Xi reactivation	RAD52 inh	RAD54 branch	ARNT TACC3 PPI	GSIS activator	esBAF inh	ERAP1 inh
N#Cc1ccccc1Oc1ccc(S(=O)(=O)N2CCCCC2)cn1	-0.7	0.1	-1	-5	-10	8	25	-1
CN(C(=O)CSc1nc(-c2ccccc2)cn1N)C(c1ccccc1)c1ccccc1	/	/	-4	4	-1	-17&5	-3	0
O=C(CCc1ccccc1)NNC(=O)c1ccc(Br)cc1	0.4	0.2	-10	/	12	-9	/	-3
C[C@@H]1CN([C@@H](C)CO)C(=O)Cc2cc(NC(=O)c3ccncc3)ccc2O[C@H]1CN(C)S(=O)(=O)c1ccc(Cl)cc1	0.5	-0.9	-17	2	-6	0	4	-2
Nc1ccc(S(=O)(=O)NCC(=O)OC2CCOC2=O)cc1[N+](=O)[O-] (configuration not stated)	0.4	-0.1	5	2	3	21	1	4
COc1ccc(CNC(=O)COc2ccc(S(=O)(=O)N3CCCCC3)cc2Cl)cc1	-0.9	0.6	-15	14	1	-63	-9	-4
C[C@H]1CN([C@@H](C)CO)C(=O)c2cc(/C=C/c3ccccc3)cnc2O[C@H]1CN(C)C(=O)C1CCC1	-0.7	-1.3	3	-7	4	-12	-2	-1
Cc1c(CC(=O)O)c(=O)oc2cc(OCc3ccc(Cl)cc3)ccc12	-3.8	0.1	-17	-1	-9	-9	-4	0
COc1ccc(CNC(=O)C2CCCN2C)cc1OC (configuration not stated)	1.9	0.1	-10	-8	-7	0	4	-2
COCC(=O)O[C@]1(CCN(C)CCCc2nc3ccccc3[nH]2)CCc2cc(F)ccc2[C@@H]1C(C)C	6.0	0.0	54*	22	6	73	-5	-15
O=C(COc1ccccc1Cl)Nc1ccc2c(c1)C(=O)NC2=O	-1.1	0.5	-5	2	0	5	10	-1
O=C(C[C@@H]1CC[C@@H](NC(=O)Nc2cc(F)ccc2F)[C@@H](CO)O1)NCCCN1CCOCC1	2.0	-0.2	-13	-7	-4	9	-2	2
C=CCN(C(=O)c1csnn1)C(C(=O)NC1CCCCC1)c1ccccc1F (configuration not stated)	0.5	0.0	-9	2	3	-11	-2	0
CC(C)NC(=O)N(C)C[C@H]1OCCCC[C@@H](C)Oc2ccc(NC(=O)CCCN(C)C)cc2C(=O)N([C@@H](C)CO)C[C@H]1C	-0.2	-0.6	-41	11	0	8	/	-1
O=S(=O)(c1ccccc1)N(CC(O)COc1ccccc1)c1ccccc1 (configuration not stated)	4.6	-0.1	-19	11	11	-30	-6	/
C[C@@H](NC(=O)c1nc[nH]c1C(=O)N[C@@H](Cc1ccccc1)C(=O)OC(C)(C)C)c1ccccc1	-4.5	0.0	-19	-1	5	-43	9	2
CCc1ccccc1NC(=O)c1ccc(-c2csc(C)n2)cc1	1.1	0.1	-2	4	-7	-2	?	-2
CN1N=C(C(C)(C)C)CC1=O	-3.0	0.0	-4	/	8	/	/	-2
CCOC(=O)/C(C#N)=C/c1cc2ccc(C)cc2nc1Cl	/	0.9	-13	/	-4	2	/	-7
Cc1ccc(S(=O)(=O)N2CCOCC2)cc1NC(=O)COC(=O)c1ccccc1OCc1c(C)noc1C	/	0.6	/	/	-61	-22	-2	/
CC1(C2CC2)NC(=O)N(CC(=O)N2CCN(c3ccc(F)cc3)CC2)C1=O (configuration not stated)	2.4	0.0	2	-9	0	8	-1	-2
Cc1ccc(S(=O)(=O)Nc2ccccc2C(C(=O)OC(C)(C)C)C(=O)OC(C)(C)C)cc1	-3.8	0.4	-8	/	/	-26	/	-2
O=C1N[C@@H](Cc2ccccc2)C(=O)N2[C@@H]3N(S(=O)(=O)c4ccccc4)c4ccccc4[C@]3(Br)C[C@@H]12	-0.5	-0.1	-7	-10	-11	-7	10	/
N#CSC(c1ccccc1)c1nc2ccccc2[nH]c1=O (configuration not stated)	2.8	0.0	-17	-3	-12	14	7	-2
COc1ccc(-c2nnnn2-c2ccc(F)cc2F)cc1	1.5	0.0	-17	-3	4	0	-2	-6

An excerpt of these results, bar-delimited:
compound | F508del corr | Xi reactivation | RAD52 inh | RAD54 branch | ARNT TACC3 PPI | GSIS activator | esBAF inh | ERAP1 inh
CCCC#Cc1ccc([C@H]2[C@@H](C#N)N(C(=O)C3CCCC3)[C@H]2CO)cc1 | 3.1 | 0.3 | 3 | -31 | 5 | 0 | 3 | 6
CN1C(C)(C)CC(O)(C(=O)O)CC1(C)C | -2.8 | 0.3 | 27 | / | / | 1 | / | 0
C[C@H](CO)N1C[C@H](C)[C@H](CN(C)Cc2ccccc2)Oc2c(NC(=O)c3nc4ccccc4s3)cccc2C1=O | 2.7 | 1.5 | 17 | 2 | 20 | -8 | 2 | -1
Cn1cnc(S(=O)(=O)N2CCCCN3[C@@H](CO)[C@@H](c4ccc(-c5ccccc5F)cc4)[C@@H]3C2)c1 | -4.1 | 0.3 | -5 | -9 | -1 | -16 | 2 | 0
OC(c1ccc(Cl)c(F)c1)c1ncc(-c2cccc3ccccc23)[nH]1 (configuration not stated) | 0.8 | 0.0 | -25 | -1 | / | / | 5 | 0

(continued)
SMILES	F508del corr	Xi reactivation	RAD52 inh	RAD54 branch	ARNT TACC3 PPI	GSIS activator	esBAF inh	ERAP1 inh
COc1ccc(Nc2nnc(SC(C)C(=O)NC3CC3)s2)cc1 (configuration not stated)	-3.2	0.4	-2	-1	11	-10	3	-4
COC(=O)C[C@H]1CC[C@H]2[C@@H](COc3ccc(NC(=O)Nc4cccc(C#N)c4)cc3C(=O)N2C)O1	0.0	0.3	8	/	/	6	/	-2
Cc1cc(C(=O)N/N=C/c2ccccc2[N+](=O)[O-])c(C)o1	-0.1	0.6	-13	/	-17	7	/	0
O=C(Nc1ccccc1)c1ccc(CN2CCc3ccccc3C2)cc1	2.5	0.0	-12	/	-4	-36	5	1
C[C@@H]1CN([C@@H](C)CO)C(=O)c2cc(NS(=O)(=O)c3cn(C)cn3)ccc2O[C@@H](C)CCCCO[C@@H]1CN(C)C(=O)Cc1ccccc1	1.4	-0.5	-9	10	3	3	1	-3
C[C@H]1CN([C@@H](C)CO)C(=O)c2cccc(NC(=O)c3ccc(-c4nccs4)cc3)c2O[C@H]1CN(C)C(=O)Nc1ccc2c(c1)OCO2	-0.8	-0.4	3	-4	7	-2	0	-2
O=C(N[C@@H]1C=C[C@@H](CC(=O)N2CCCCC2)O[C@H]1CO)c1cccc(F)c1	0.0	0.0	7	-5	-10	6	-7	-2
CCCN(C)C[C@H]1Oc2cc(-c3ccccc3C)ccc2S(=O)(=O)N([C@H](C)CO)C[C@H]1C	-4.1	0.1	11	1	-3	4	-4	0

Ordered by length of the SMILES (rising): part of the list above
SMILES	F508del corr	Xi reactivation	RAD52 inh	RAD54 branch	ARNT TACC3 PPI	GSIS activator	esBAF inh	ERAP1 inh
O=C(N[C@@H]1C=C[C@@H](CC(=O)N2CCCCC2)O[C@H]1CO)c1cccc(F)c1	0.0	0.0	7	-5	-10	6	-7	-2
C[C@H]1CN([C@@H](C)CO)C(=O)c2cccc(NC(=O)c3ccc(-c4nccs4)cc3)c2O[C@H]1CN(C)C(=O)Nc1ccc2c(c1)OCO2	-0.8	-0.4	3	-4	7	-2	0	-2
C[C@@H]1CN([C@@H](C)CO)C(=O)c2cc(NS(=O)(=O)c3cn(C)cn3)ccc2O[C@@H](C)CCCCO[C@@H]1CN(C)C(=O)Cc1ccccc1	1.4	-0.5	-9	10	3	3	1	-3

Outcome played no part in choosing rows, and some 3.3% of all compounds hit somewhere here.
